High-throughput results deposited in PubChem BioAssay by National Center for Advancing Translational Sciences (NCATS).
AMA1-RON2 inh – qHTS for Inhibitors of AMA1-RON; Towards Development of Antimalarial Drug Lead: Primary Screen. Plasmodium falciparum AMA1 (3D7) - RON2 peptide interaction. actives 0.2% (n = 360,000). Potency, µM (series often up to 58.2 µM), without a hit: at the highest dose activity change, negative = inhibition, most hits filed as inhibitors. AID 720542, 2013. AlphaScreen AMA1-biotinylated RON2 peptide binding;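 note: potency is the fitted concentration of half-maximal effect; 0% = vehicle wells and -100% = peptide control; nearly all actives have a fitted effect of over 45% in size; some results filed as inactive show a strong effect at the top dose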
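AMA1 (3D7) with his tag at 25 nM final met compounds first, then biotinylated RON2 peptide at 25 nM; detection used donor plus acceptor beads, 10 µg/mL apiece, read by AlphaScreen after 30 min at room temperature.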
Pf growth 96h – Primary qHTS for delayed death inhibitors of the malarial parasite plastid, 96 hour incubation; P. falciparum luciferase reporter growth, 96 h; Potency, µM (series often up to 28.7 µM), without a hit: top-dose activity change, negative = inhibition, hits mostly inhibitors; actives 6.9% (n = 320,000); AID 504834, 2011; note: potency is the fitted concentration of half-maximal effect; % is set by controls: 0 for no effect and ±100 for the full control effect
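Delayed-death screen, second-generation endpoint: infected erythrocytes, 2% hematocrit, 0.05% parasitemia final; 96 hours at 37 C, 5% CO2; luciferase detection reagent; luminescence decrease equals reduced growth.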
Shiga toxin inh – A qHTS for Small Molecule Inhibitors of Shiga Toxin | Vero cells, Shiga toxin protein synthesis inhibition reporter | inhibition, % at 38.7 µM | actives 9.2% (n = 290,000) | AID 2315, 2010; in the data active = inhibition mostly above about 28%, no sharp cut-off; inactive = mostly below about 43%; note: 0% is about no effect
LmPK inhibitor – qHTS Assay for Inhibitors of Leishmania Mexicana Pyruvate Kinase (LmPK); Q27686; purified LmPK, Kinase-Glo ATP luminescence, 1 h; Potency, µM (doses to about 57.5 µM), inactives show at the top dose activity change, negative = inhibition, usual class: inhibitors; actives 0.37% (n = 290,000); AID 1721, 2009; note: potency is the fitted concentration of half-maximal effect; % is set by controls: 0 for no effect and ±100 for the full control effect
Target sequence (Q27686 whole entry, looked up): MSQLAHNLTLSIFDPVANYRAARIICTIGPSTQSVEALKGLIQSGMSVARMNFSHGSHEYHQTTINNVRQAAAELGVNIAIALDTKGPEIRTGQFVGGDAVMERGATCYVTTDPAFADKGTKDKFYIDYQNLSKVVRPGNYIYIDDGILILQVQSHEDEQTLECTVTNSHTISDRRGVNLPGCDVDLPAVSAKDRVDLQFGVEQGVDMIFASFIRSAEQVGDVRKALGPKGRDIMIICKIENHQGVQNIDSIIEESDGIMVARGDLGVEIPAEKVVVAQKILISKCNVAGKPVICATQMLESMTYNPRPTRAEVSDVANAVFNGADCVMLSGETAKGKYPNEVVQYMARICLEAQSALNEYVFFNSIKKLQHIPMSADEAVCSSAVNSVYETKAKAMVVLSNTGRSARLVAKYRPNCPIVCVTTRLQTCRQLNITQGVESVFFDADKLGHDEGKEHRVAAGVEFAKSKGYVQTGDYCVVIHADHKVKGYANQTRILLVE
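Purified LmPK (0.1 nM) with 0.5 mM PEP and 0.1 mM ADP in imidazole buffer pH 7.2 with MgCl2/KCl, 1 h at room temperature. ATP formed was read by luciferase luminescence and normalized to no-enzyme and uninhibited controls.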
Tb PYK inh – qHTS of Trypanosoma Brucei Inhibitors | pyruvate kinase (Trypanosoma brucei), Q57TT1 | TbPYK enzyme, Kinase-Glo Plus ATP luminescence, 45 min | Potency, µM (top dose mostly 76.8 µM), for inactives: top-dose activity, negative = inhibition, actives largely listed as inhibitors | actives 0.12% (n = 410,000) | AID 624173, 2012; note: potency is the fitted concentration of half-maximal effect; % is set by controls: 0 for no effect and ±100 for the full control effect; nearly all actives have a fitted effect of over 50% in size
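T. brucei PYK with substrate was exposed to pin-transferred compounds across a concentration series, then started with 130 uM ADP (final). After 45 min at room temperature, Kinase-Glo Plus luminescence was read, normalized and curve-fitted.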
Pf growth 48h – Primary qHTS for delayed death inhibitors of the malarial parasite plastid, 48 hour incubation. actives 5.9% (n = 310,000). Potency, µM (titrated, usually from 28.7 µM), inactives show at the top dose activity change, negative = inhibition, most hits filed as inhibitors. P. falciparum luciferase growth in erythrocytes, 48 h; note: potency is the fitted concentration of half-maximal effect; % is set by controls: 0 for no effect and ±100 for the full control effect
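Luminescence readout; reporter = integrated firefly luciferase in P. falciparum. RBC culture at 2% hematocrit, 0.1% parasitemia final, 37 C/5% CO2; decreased signal taken as growth inhibition.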
Cycloheximide cs – Cycloheximide Counterscreen for Small Molecule Inhibitors of Shiga Toxin | cell reporter, cycloheximide protein synthesis inhibition counterscreen | max response, % | actives 12% (n = 300,000); in the data active = max response mostly above about 13%, no sharp cut-off; inactive = mostly below about 14%; note: read at 38.3 µM for the half of the compounds with a filed dose; 0% is about no effect
* = called active by the depositor; ? = inconclusive; . = not tested or not shown; & = joins results of further samples; [ ] = another dose, or the depositor's remark. Unless noted, calls come from the whole dose curve; as a rule, active = well fitted curve in the direction sought with a large enough effect; inconclusive = small, poorly fitted or top-dose-only effect, or another doubt; inactive = no such curve, though single readings can be large; an effect the other way counts as inactive or inconclusive.

SMILES	AMA1-RON2 inh	Pf growth 96h	Shiga toxin inh	LmPK inhibitor	Tb PYK inh	Pf growth 48h	Cycloheximide cs
CC(C)Cc1nnc(NC(=O)C2CCN(C(=O)c3ccc(F)cc3)CC2)s1	14%	-23%	.	.	-11%	?	.
Cc1ccn(CCNC(=O)C2CCC(=O)N(CCc3ccc(Cl)cc3)C2)n1 (configuration not stated)	25%	3%	-33	-6%	13%	6%	1
O=C(O)C1Cc2ccccc2CN1C(=O)c1ccco1 (configuration not stated)	5%	1%	.	20%	-7%	-9%	12*
Cc1c(C(=O)c2ccc(Cl)cc2Cl)cnc2cc3c(cc12)OCO3	-18%	13µM*	-8	-3%	-3%	8.3µM*	-1
O=C(CCNC(=O)c1ccc(Cl)cc1)NCC(c1ccco1)N1CCCC1 (configuration not stated)	14%	?	.	.	-6%	12µM*	.
COc1cc([C@H]2Oc3c(OC)cc(CCCO[C@@H]4O[C@H](CO)[C@@H](O)[C@H](O)[C@H]4O)cc3[C@@H]2CO)ccc1O	-3%	13%	.	.	-7%	13%	.
O=C(OCc1cccc(Cl)c1)c1cc(S(=O)(=O)N2CCCCC2)ccc1N1CCOCC1	-2%	13µM*	22	6%	6%	?	10
CCOc1ccc(N2C(=O)CN(O)C=C3N=c4ccccc4=C32)cc1	.	?	-6	6%	.	-23%	-4
Cc1ccccc1C(=O)N1CCN(c2ncccn2)CC1	4%	-3%	-11	-10%	0%	2%	0
C=CCNC(=S)NCc1ccccc1OC	-10%	?	7	4%	3%	?	1
CN(Cc1cccs1)C(=O)c1cccc(S(=O)(=O)N2CCCCCC2)c1	2%[11.6 µM]	?	.	.	4%	?	.
O=C1CNc2ccc(C(=O)N3CCN(c4ccccn4)CC3)cc2N1	-14%	1%	5	-3%	-20%	-7%	6
CCN(CC)S(=O)(=O)c1cc(NC(=O)CNc2cccc(S(=O)(=O)N3CCOCC3)c2)ccc1C	-6%	?	.	.	-13%	?	.
CCn1c(=O)c2cc(C(=O)Nc3ccccc3OC)sc2c2ccccc21	-3%	?	-12	5%	-1%	?	-3
CCC(=O)Nc1cccc(C2=NOC3(C2)C[C@@H](C(N)=O)N(C(=O)c2cc([N+](=O)[O-])cc([N+](=O)[O-])c2)C3)c1 (some centres not stated)	-1%	?	-1	-1%	-6%	?	-3
CC(=O)c1c(C)[nH]c(C(=O)N2CCCCCC2)c1C	0%	.	-7	0%	?	15%	-3
O=C(c1ccc2c(c1)OCCCO2)c1cccs1	0%	44%[activator]	44*	?	-2%	435%[activator]	31*
CN(c1ccc(F)cc1)S(=O)(=O)c1ccc(Cl)c(C(=O)NCC2CCCO2)c1 (configuration not stated)	-16%	2%	.	.	8%	?	.
O=C(COc1ccccc1[N+](=O)[O-])N/N=C/c1ccc(O)cc1	-9%	226%[activator]	21	0%	-2%	141%[activator]	-3
COc1ccccc1-n1nnnc1SCC(=O)N(CC(C)C)C1CCS(=O)(=O)C1 (configuration not stated)	9%	?	-3	-10%	3%	5%	-3
NC(=O)CSc1nnc(-c2cccs2)n1Cc1ccco1	-6%	13%	10	-4%	-8%	6%	1
Cc1ccc(/S(C)=N/S(=O)(=O)c2ccc(C)cc2)cc1 (configuration not stated)	3%	0%	-13	1%	-1%	43%[activator]	-2
O=C(NCc1ccco1)Nc1ccc2snnc2c1	0%	-3%	17	19%	2%	.	8
COC(=O)C1=C(C)N(CCc2ccc(OC)cc2)C(=O)C1	-2%	?	-15	2%	-8%	.	4
CSc1nc(C)c2c(n1)OC(CN1C(=O)c3ccccc3C1=O)C2 (configuration not stated)	.	4%	-2	-1%	.	0%	-1
O=C(NC(=S)N1CCN(Cc2ccc3c(c2)OCO3)CC1)c1cccc(Br)c1	-4%	-73%	-8	5%	-5%	?	-1
N/C(=N\OC(=O)c1cc([N+](=O)[O-])ccc1Cl)c1cccnc1	4%	1%	21	-2%	-3%	13%	-2
CC(C)CCNC(=O)c1cnn2c(C(F)(F)F)cc(-c3ccco3)nc12	53%[activator]	9.3µM*	-22	3%	-27%	?	-2
CC(=O)c1cccc(OCC(O)CN2CC=C(c3ccccc3)CC2)c1 (configuration not stated)	-23%	1.9µM*	-12	-2%	24%	?	-1
CC(/C=C/c1ccco1)=N\NC(=O)C(O)c1ccccc1 (configuration not stated)	64%[activator]	-23%	23	0%	-16%	-5%	-2
COc1ccc2oc(C(=O)NCC(Cc3ccccc3)N(C)C)c(C)c2c1 (configuration not stated)	-6%	?	19	5%	-1%	?	12*
CC1CN(C(=O)c2cc(-c3ccc(Cl)s3)nc3ccccc23)CC(C)O1 (configuration not stated)	0%	-26%	.	.	0%	?	.
CC(C)C(C)(C#N)NC(=O)CSc1nc(C2CCCCC2)n(-c2ccccc2)n1 (configuration not stated)	-21%	?	-3	1%	2%	?	1
CCN1CCN(C(=S)c2ccc(-c3ccccc3)cc2)CC1	5%	?	9	6%	?	7%	-3
CCc1ccc(NC(=O)CCNC(=O)Cn2ccc3ccccc3c2=O)cc1	-7%	?	2	1%	-7%	5%	5
CC(C)=CCSc1nnc([C@@H](N)Cc2c[nH]c3ccccc23)o1	23%	-19%	-8	4%	-29%	?	-1
COc1ccccc1NS(=O)(=O)c1ccc(N/N=C/c2ccccc2OCC(=O)O)c([N+](=O)[O-])c1	-18%	?	15	-1%	3%	?	0
N/C(CN1CCCC1=O)=N\OC(=O)c1ccc(Cl)c(Cl)c1	6%	9%	-6	-11%	4%	16%	23*
COc1ccc(NC(=O)C2CC2)cc1NS(=O)(=O)c1ccc(F)cc1	-4%	?	-14	-6%	2%	.	-3
Cc1ccc(-n2nnnc2C(=Cc2ccc(N(C)C)cc2)c2nnnn2-c2ccc(C)cc2)cc1	-1%	?	-33	6%	2%	?	-2
CC(C)CCNC(=O)CN(Cc1cccs1)C(=O)CCC(=O)Nc1nccs1	-6%	-20%	4	-2%	4%	?	-2
O=C(O)c1cc(-n2nnnc2SCc2ccc([N+](=O)[O-])cc2)ccc1Cl	1%	11%	0	-1%	0%	-9%	-3
O=C(NCCN1CCOCC1)c1cc([N+](=O)[O-])cc([N+](=O)[O-])c1	4%	70%[activator]	.	0%	-4%	-28%	-2
Brc1ccccc1-c1nnc(SCc2nc3ccccc3s2)o1	9%	278%[activator]	101*	-2%	2%	250%[activator]	53*
CCN(C(=O)C1CCCN1S(=O)(=O)c1cccc2nsnc12)c1ccccc1 (configuration not stated)	-2%	-2%	-5	-3%	-1%	-8%	-3
O=C(Nc1cccc(O)c1)c1cc(-c2cccs2)on1	71%[activator]	22%	77*	-17%	0%	244%[activator]	30*
O=C(c1ccccc1)N1CCN(C2CC(=O)N(CCc3ccccc3)C2=O)CC1 (configuration not stated)	4%	7%	-7	-1%	-2%	-5%	5
COC(=O)Cn1c(=NC(=O)CSCC(=O)NC2CCCCC2)sc2cc(OC)ccc21	0%	?	-18	4%	-5%	?	-6
COC(=O)c1c(S(=O)(=O)N2CCOCC2)c(C)n(C)c1C	11%	3%	-3	-1%	-3%	-5%	0
CCCN1C(=O)c2ccccc2NC1c1cc(OC)c(OC)c(OC)c1 (configuration not stated)	0%	3%	-6	2%	-13%	?	-2
The listing continues.
SMILES	AMA1-RON2 inh	Pf growth 96h	Shiga toxin inh	LmPK inhibitor	Tb PYK inh	Pf growth 48h	Cycloheximide cs
Cc1cccc(N2C(=O)CC(c3ccc(F)cc3)C3=C2COC3=O)c1 (configuration not stated)	0%	?	8	1%	-2%&-6%	-1%	4
Cc1ccc(CCNC(=O)C2CCC(=O)N2CCc2ccccc2)cc1 (configuration not stated)	0%	1%	-5	2%	3%	-1%[0.00184 µM]	-3
CN(CC(=O)Nc1c(Cl)cccc1Cl)C(=O)CNC(=O)c1ccc2c(c1)OCO2	-5%	45%[activator]	.	.	-11%	32%[activator]	.
Cn1c(COc2ccc(Cl)cc2Cl)nnc1SCC(=O)NCC1CCCO1 (configuration not stated)	0%	10%	-2	-2%	-1%	18%	-7
COC(=O)C1=C(C)N(c2ccc(OC)c(OC)c2)C(=O)/C1=C\c1cccs1	-24%	22%	28	3%	-17%	60%[activator][5.75 µM]	2
CC(C)c1ccc(NC2CCCN(C(=O)CN3CCOC3=O)C2)cc1 (configuration not stated)	6%	?	-37	-18%	4%	2%	1
CC(C)c1[nH]nc2c1C(c1cccc(OC(=O)N3CCOCC3)c1)C(C#N)=C(N)O2 (configuration not stated)	11%	12µM*	27	-2%	-8%	-21%	-1
CC(C)C(NS(=O)(=O)c1cccc(C(F)(F)F)c1)C(=O)N1CCc2ccccc2C1 (configuration not stated)	-9%	?	-6	-1%	10%	?	-2
O=C(Nc1cccc(C(=O)N2CCCc3ccccc32)c1)c1ccccc1	-12%	4.7µM*	.	4%	-8%	?	7
CCOC(=O)c1c(N2C(=O)Nc3ccccc3N2O)sc2c1CCCC2	-7%	?	-6	-1%	-1%	-16%	-3

An excerpt of these results, with each value named:
CN(Cc1cccs1)C(=O)c1cccc(S(=O)(=O)N2CCCCCC2)c1
  AMA1-RON2 inh = 2%[11.6 µM]
  Pf growth 96h = ?
  Shiga toxin inh = .
  LmPK inhibitor = .
  Tb PYK inh = 4%
  Pf growth 48h = ?
  Cycloheximide cs = .

O=C1CNc2ccc(C(=O)N3CCN(c4ccccn4)CC3)cc2N1
  AMA1-RON2 inh = -14%
  Pf growth 96h = 1%
  Shiga toxin inh = 5
  LmPK inhibitor = -3%
  Tb PYK inh = -20%
  Pf growth 48h = -7%
  Cycloheximide cs = 6

CCN(CC)S(=O)(=O)c1cc(NC(=O)CNc2cccc(S(=O)(=O)N3CCOCC3)c2)ccc1C
  AMA1-RON2 inh = -6%
  Pf growth 96h = ?
  Shiga toxin inh = .
  LmPK inhibitor = .
  Tb PYK inh = -13%
  Pf growth 48h = ?
  Cycloheximide cs = .

CCn1c(=O)c2cc(C(=O)Nc3ccccc3OC)sc2c2ccccc21
  AMA1-RON2 inh = -3%
  Pf growth 96h = ?
  Shiga toxin inh = -12
  LmPK inhibitor = 5%
  Tb PYK inh = -1%
  Pf growth 48h = ?
  Cycloheximide cs = -3

Next results.
SMILES	AMA1-RON2 inh	Pf growth 96h	Shiga toxin inh	LmPK inhibitor	Tb PYK inh	Pf growth 48h	Cycloheximide cs
COc1ccc(/C=C2\SC(=S)NC2=O)cc1OS(=O)(=O)c1ccc(NC(C)=O)cc1	3%	?	-2	-3%	-1%	?	10
CCOC(=O)c1oc2ccccc2c1NC(=O)COC	0%	0%	-4	4%	0%	32%[activator]	7
O=[N+]([O-])c1cc(S(=O)(=O)C(F)(F)F)ccc1NCC1CCCO1 (configuration not stated)	-13%	6%	32*	9%	-6%	20%	12
Cc1ccc(OCCN2C(=O)C(=O)c3cccc(C)c32)cc1	-6%	-1%	-11	-2%	1%	2%	-4
CCC(C)[C@@H](N)C(=O)N/N=C/c1ccc2ncccc2c1 (some centres not stated)	45%[activator]	12µM*	13	-6%	5%	?	6
